SSB-PriA inh = inhibitors of Klebsiella pneumoniae PriA binding to SSB C-terminal tail; 430,000 compounds, 0.6% hits; AlphaScreen SSBct-PriA binding, biotinylated peptide; inhibition, % at 33 µM; AID 1272365; in the data active = inhibition mostly above about 37%, no sharp cut-off; inactive = mostly below about 20%;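 also: plate controls were negative control peptide for no effect and reference peptide for full effect; strong numbers were not always called active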
* hit, by the source's call; & = joins results of further samples.

Sample of the layout (4 entries):
smiles	SSB-PriA inh
Cc1cc(C(=O)Nc2nc(C(=O)N3CCn4c3nc3ccccc34)co2)no1	-4
CCOC(=O)C(CC)Sc1nc2c(c(=O)n1-c1ccc(OC)cc1)SC(C)C2 (stereo not given)	20
Cn1nc(-c2ccccc2NC(=O)C2CC2)ccc1=O	-14
CCN1C(=O)c2cc(NC(=O)COc3ccc(Cl)cc3)ccc2Oc2ccccc21	4

The whole of this part, previewed entries included:
smiles	SSB-PriA inh
Cc1cc(C(=O)Nc2nc(C(=O)N3CCn4c3nc3ccccc34)co2)no1	-4
CCOC(=O)C(CC)Sc1nc2c(c(=O)n1-c1ccc(OC)cc1)SC(C)C2 (stereo not given)	20
Cn1nc(-c2ccccc2NC(=O)C2CC2)ccc1=O	-14
CCN1C(=O)c2cc(NC(=O)COc3ccc(Cl)cc3)ccc2Oc2ccccc21	4
O=C(Cn1c(-c2ccncc2)nc2ccccc21)N1CCN(c2ccccc2)CC1	-11
COc1cc(C)c(-c2n[nH]c(C)c2Oc2ccccc2)c(O)c1	-10
CCN1CCc2c(sc(NC(=O)c3ccn(C)n3)c2-c2nc3ccccc3s2)C1	-19
O=C(Nc1nnc(SCc2ccc(F)cc2)s1)c1csnn1	22
CCc1c(C)nc(-n2nc(C)cc2NC(=O)Cc2cccs2)[nH]c1=O	-7
Cc1cccn2cc(CCNC(=O)CC3CCCCC3)nc12	-6
Cc1cc(S(=O)(=O)NCCCn2nc(-c3ccncc3)ccc2=O)ccc1F	2
Cc1cc(NC(=O)CN2C(=O)CC(C)Sc3ccccc32)no1 (stereo not given)	-1
CC(=O)n1cc(C=NNC(=O)c2ccc(Cl)cc2)c2ccccc21	-9
O=c1c2ccccc2n(Cc2nc(-c3ccccc3Cl)no2)c(=O)n1CCc1ccccc1	-7&-2
CC(=O)Nc1ccc(OC[C@@H](O)CN2CCN(CCN3C(=O)c4cccc5cccc(c45)C3=O)CC2)cc1	-3
COC(=O)N1CCC(CNC(=O)C(=O)NC2CC2)CC1	-3
COc1ccccc1OCC(=O)Nc1ccc2c(c1)N(C(=O)c1ccco1)CCC2	-11
Cc1cc(C)n(-c2ncc(NC(=O)CNC(=O)c3ccccc3)cn2)n1	-8
COc1cccc(C(=O)NCCn2nc(-c3cccs3)ccc2=O)c1OC	-15
O=C(Cc1ccc(F)cc1)N(Cc1cccnc1)c1nc2c(F)cccc2s1	-10
CC(=O)N1CCC(CN2CCC(N(C)C)CC2)CC1	-2
Cc1ccc(C=NNC(=O)c2cc(-c3ccncc3)nc3ccccc23)o1	9
O=C(COc1coc(CN2CCN(C(=O)c3ccco3)CC2)cc1=O)NC1CCCC1	-7
O=C(Nc1ccc2c(=O)c3cccc(Cl)c3oc2c1)c1cccc(F)c1	-3
COc1ccc(NC(=O)CSc2ccc(-c3ccccn3)nn2)c(OC)c1	45
CC(=O)c1ccc(C(=O)N2CCNC(=O)C2C)cc1 (stereo not given)	2
COC(=O)CN[C@@H](c1ccccc1)c1cc(Br)ccc1NC(=O)CCN1CCOCC1	0
Cc1ccc(Nc2nc(-c3ccccn3)cs2)cc1C	108*
O=C(Nc1ccccc1C(F)(F)F)N1CC(N2C(=O)C3CC=CCC3C2=O)C1 (stereo not given)	0
CCOC(=O)C1CCN(c2nc3ccccc3n3c(=O)n(CC(=O)Nc4ccccc4F)nc23)CC1	-7
CC(C)(C)c1ccc(S(=O)(=O)NCC(=O)N2CCOC(c3ccccc3)C2)cc1 (stereo not given)	-9
COCCN1CCCc2ccc(NS(=O)(=O)c3ccc(Cl)cc3)cc21	25
Fc1ccc(NN=C2CCSc3sccc32)c(F)c1	-4
CN=c1scc(C)n1N=Cc1ccc(O)cc1	-1
CC(=O)Nc1cccc(NC(=O)CSc2nc(CC(=O)Nc3ccc(C(C)=O)cc3)cs2)c1	8
CCOc1ccc(S(=O)(=O)NCc2ccnc(-c3ccsc3)c2)cc1F	-11
COc1ccc(OC)c(NC(=O)CSc2nc3c(-c4ccccc4)c[nH]c3c(=O)n2C)c1	-13
O=C(Nc1cccc(Cl)c1)Nc1cccc(-c2cnc3n2CCC3)c1	15
Cc1cc(C)c(N=c2scc(C)n2Cc2ccccc2)c(C)c1	33
O=C(NN=C1CCCc2ccccc21)c1ccc([N+](=O)[O-])cc1Cl	-1
COc1ccc(NC(=O)Cc2csc(NC(=O)Nc3ccccc3)n2)cc1Cl	27
COc1cccc2sc(N3CC(OC(=O)c4cc(C)oc4C)C3)nc12	4
COc1ccc(CC(=O)Nc2nnc(C)s2)cc1OC	-5
CC(=NNC(=O)CNC(=O)C(c1ccccc1)c1ccccc1)c1ccc(C(C)(C)C)cc1	-10
CCn1c(CC2CCCN(C(=O)c3ccccc3C)C2)n[nH]c1=O (stereo not given)	4
COc1ncc(Br)c2cccnc12	-12
Cc1ncn(CC(=O)N2CCC[C@H](Cc3nc(-c4ccsc4)no3)C2)c(=O)c1C	5
CCN(CC)CCN(C(=O)c1cc2ccccc2oc1=O)c1nc2c(F)cccc2s1	-7
N#C/C(=C\c1ccc(-c2ccc(F)cc2)o1)c1ccccc1	-28
NC(=S)NN=Cc1ccc(-c2cc(Cl)ccc2Cl)o1	13
O=C(CSc1ncnc2c1nnn2-c1cccc(Cl)c1)NCc1ccc2c(c1)OCO2	7
O=C(Cc1c(F)cccc1Cl)NCC1CCN(C(=O)c2cccnc2)CC1	-8
COc1ccc(CNC(=O)C(=O)NCC(c2cccnc2)N2CCN(c3ccccc3F)CC2)cc1 (stereo not given)	-3
Cc1nn(-c2ccccc2)c(N2CCCC2)c1C=NNC(=O)c1cc(-c2cccnc2)nc2ccccc12	-10
CSc1nc(N2CCCC2)c2cnn(CCNC(=O)c3c(F)cccc3Cl)c2n1	3
Cc1noc(C)c1C(=O)NCCn1ccc(-c2ccsc2)n1	3
COC(=O)c1cc(-c2ccccc2)sc1NC(=O)CSc1nnnn1-c1ccccc1	4
COc1ccccc1C(=O)Nc1nnc(SCc2cccc([N+](=O)[O-])c2)s1	-29
COc1ncc(NC(=O)Nc2cccc(C(F)(F)F)c2)c(OC)n1	-14
O=S(=O)(NCCOc1ccc2c(c1)OCO2)c1ccccc1	5

(cont.)
smiles	SSB-PriA inh
Cc1nn(C)c(C)c1S(=O)(=O)NC[C@]1(O)CCOc2ccccc21	-7
COC(=O)CNC(=O)c1cn(-c2ccccc2)nc1-c1ccc(OC)c([N+](=O)[O-])c1	-1
O=C(/C=C/c1ccc(F)cc1)Nc1nc2ccccc2s1	-2
Cc1cccc(-c2nnc(NC(=O)c3ccn(C)n3)o2)c1	12
COc1cccc(N2CC(C(=O)Nc3cnoc3)CC2=O)c1 (stereo not given)	2
Cc1ccc(-n2c(C)nc3ccc(NC(=O)c4ccccc4[N+](=O)[O-])cc3c2=O)cc1	7
Cc1nc2ccccn2c1C(=O)NCC1CCN(C(=O)Oc2ccccc2)CC1	-8
O=C(CCS(=O)(=O)c1ccc(Cl)cc1)Nc1nnc(CCSc2ccccc2)o1	-8&-6
CN1C(=O)C(=O)C(=C(O)c2ccc(Br)cc2)C1c1cccc([N+](=O)[O-])c1 (stereo not given)	-11
COc1cc(C(=O)Nc2ccc(C)c(N3CCCCC3=O)c2)cc(OC)c1OC	5
CSc1cccc(NC(=O)Cn2c(=O)n(Cc3ccco3)c(=O)c3sc4ccccc4c32)c1	-6
NC(=O)c1cc(-c2ccccc2)sc1N	27
O=C(Cc1cccc2ccccc12)c1ccc(O)cc1O	-17
O=C(Nc1ccc2sccc2c1)C(c1ccccc1)c1ccccc1	-16
O=C(Cc1cccs1)NN=C/C=C/c1ccccc1	-7
COc1ccc(CCC(=O)NCC2CCN(c3ccccn3)CC2)cc1	-11
NC(=NOC(=O)c1ccccc1Cl)c1ccc(Cl)cc1	-11
O=C(Cc1ccccc1Cl)N(Cc1cccs1)C1CCOCC1	-35
Clc1ccc(C2CCCCNC2)cc1 (stereo not given)	9
O=C(NC[C@H](O)c1csc2ccccc12)c1cc(Br)cs1	-25
CC(=O)c1cc(Cl)c(C)cc1O	4
O=C(NC1CCCCC1)c1cccc2nc3ccccc3nc12	0
CCOc1cc(N2CCN(S(=O)(=O)c3cc(C(C)(C)C)ccc3OC)CC2)nc(C)n1	-5
Cc1cc(C(=O)Nc2nnc(-c3ccc(Br)s3)o2)on1	-9

Two records drawn at random from those above:
smiles	SSB-PriA inh
O=C(Nc1ccc2sccc2c1)C(c1ccccc1)c1ccccc1	-16
Cc1cc(C(=O)Nc2nnc(-c3ccc(Br)s3)o2)on1	-9

Gathered by group: the compounds so far containing an NH in an aromatic ring
smiles	SSB-PriA inh
COc1cc(C)c(-c2n[nH]c(C)c2Oc2ccccc2)c(O)c1	-10
CCc1c(C)nc(-n2nc(C)cc2NC(=O)Cc2cccs2)[nH]c1=O	-7
COc1ccc(OC)c(NC(=O)CSc2nc3c(-c4ccccc4)c[nH]c3c(=O)n2C)c1	-13
CCn1c(CC2CCCN(C(=O)c3ccccc3C)C2)n[nH]c1=O (stereo not given)	4

More entries.
smiles	SSB-PriA inh
CCNC(=O)Cc1csc(Nc2nc(C)cc(C)n2)n1	-2
COc1ccc(-c2cnc(SCC(=O)NCc3ccccc3Cl)[nH]2)cc1	10
Cc1ccc(SCCCC(=O)O)cc1	27
O=C(NN=Cc1ccncc1)c1ccc(-n2cccc2)cc1	-3
O=C(CCS(=O)(=O)Cc1ccccc1)Nc1nnc(-c2cccs2)o1	-12
CCOc1ccccc1C=NN1CCN(Cc2ccccc2)CC1	19
O=C(CN1CCN(C(=O)c2ccco2)CC1)c1cccs1	16
CC(=NNC1=N[C@H]2CS(=O)(=O)C[C@H]2S1)c1ccccc1	8
O=C(Cn1cc(-c2nnc(-c3ccccc3)o2)c2ccccc21)N1CCc2ccccc21	-1
CCSc1ccc(CC(=O)Nc2nc3c(s2)CCCC3)cc1	16
C=CCn1c(SCC(=O)Nc2ccccc2F)nc2scc(-c3ccc(C)o3)c2c1=O	2
Cc1ccc(N2CC(C(=O)N(Cc3ccco3)C3CCOCC3)CC2=O)cc1C (stereo not given)	-19
Cc1cc(S(=O)(=O)N2CCCN(S(=O)(=O)c3ccc(Cl)c(C)c3)CC2)ccc1Cl	-5
Nc1nc2cc3sc(N)nc3cc2s1	-11
Cc1sc2nc(SCCCC(=O)Nc3ccccc3C(F)(F)F)[nH]c(=O)c2c1C	-8
COc1ccc(NC(=O)CSc2nnc(-c3ccccn3)n2Cc2ccco2)cc1Cl	47
CC1CCC(C(C)C)C(OP(=O)(OC2CC(C)CCC2C(C)C)C(O)/C=C/c2ccccc2)C1 (stereo not given)	14
Cc1cccc(C=NNC(=O)c2cc(Br)ccc2O)n1	3
O=C(Nc1ccc2c(c1)CN(S(=O)(=O)c1ccccc1)CC2)c1cccs1	6
O=C(CCSc1nnnn1-c1ccccc1)Nc1cc(C(F)(F)F)ccc1Cl	13
CC(C)c1ccc(NC(=O)C2CC(=O)NC(=N)S2)cc1 (stereo not given)	-2
COc1cccc(C(=O)NCC(=O)NN=Cc2cccc(OC(=O)c3ccc([N+](=O)[O-])cc3)c2)c1	1
OC(COc1ccc(-c2nnco2)cc1)CN1CCOCC1 (stereo not given)	-24
O=C(NCC1CCN(c2nc3ccccc3o2)CC1)c1ccsc1	2
COc1cc(C=NNC(=O)c2nnn(-c3nonc3N)c2C(C)C)ccc1O	-4
O=C(Cc1cccc(C(F)(F)F)c1)Nc1cnn(C2CCOCC2)c1	-6
Cc1ccc(N2CCC(C(=O)Nc3cccc(Cl)c3C)CC2)nn1	-8
C/C=N\NC(=O)COc1cccc2ccccc12	-14
O=C(Cc1csc(Nc2cccc(Cl)c2)n1)NCCc1ccccc1	10
CC1(C)COc2ccc(NC(=O)CCc3ccccc3)cc2NC1=O	17
O=C(NC1CCN(c2cc(C(F)(F)F)ncn2)CC1)c1cnc2ccccc2n1	-16
O=C(CSC1CCCC1)NCC1CCCN1c1nccs1 (stereo not given)	1
COc1ccccc1NC(=O)NCCc1ccc2c(c1)CCCN2C	56*
Cc1ccc(C=NN2CCN(Cc3ccccc3)CC2)cc1	24
O=C(NCCCn1ncccc1=O)c1cc(-c2ccco2)on1	0
CCCc1ccc(-c2cc(C(=O)NN=Cc3ccc([N+](=O)[O-])o3)c3ccccc3n2)cc1	10
NC(=S)NN=Cc1cccc(O)c1O	90
CC(=O)Nc1ccc(S(=O)(=O)N2C3CCC2COC3)cc1	-17
CC(=O)NC(N)=Nc1nc2cc([N+](=O)[O-])ccc2o1	2
COc1ccc(Cl)cc1S(=O)(=O)N1CCN(c2ccc(C)cc2C)CC1	3
O=C(CSc1nnc(CCn2ccc(=O)[nH]c2=O)o1)NCc1ccc(F)cc1	-22
NCCN1CCN(c2ccccc2F)CC1	30
COc1ccc(-c2[nH]ncc2C=NNS(=O)(=O)c2ccccc2)cc1OC	-10
O=C(NCCn1ncc2c(=O)n(Cc3ccccc3F)cnc21)c1ccc(Br)o1	3
CCCc1nnsc1C(=O)NCc1ccsc1	1
O=C(NC1CCc2ccccc21)C1CCN(S(=O)(=O)N2CCCC2)CC1 (stereo not given)	2
CCSc1ccccc1C(=O)Nc1nc2c(C)ccc(C)c2s1	-6
O=C(Cc1ccc(F)cc1)NCC(c1ccsc1)N1CCOCC1 (stereo not given)	17
COc1ccc(-c2cc(=O)n(CC(=O)Nc3ncccc3C)cn2)cc1	-19
CCOc1ccc(S(=O)(=O)Nc2ccc(C(=O)NN=Cc3c(C)nn(-c4ccccc4)c3N3CCCC3)cc2)cc1	-5

High-throughput results (PubChem BioAssay)

A portion of the library (hit frequency here may not be typical).
